Screening data: PubChem, National Center for Advancing Translational Sciences (NCATS)
a7 integrin act – qHTS for Activators of Integrin-Mediated Alleviation for Muscular Dystrophy | alpha7betagal myoblasts, beta-gal FDG fluorescence, 48 h | Potency, µM (top dose mostly 38.3 µM), without a hit: at the highest dose activation, hits mostly activators | 0.064% of 350,000 active | AID 624291, 2012;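 note: potency is the fitted concentration of half-maximal effect; 100% = response of the positive control SU9516; nearly all actives have a fitted effect of over 60% in size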
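Alpha7betagal+/- myoblasts (passage 13) were plated 16-24 hr, then exposed to compounds (1:260 dilution of DMSO stock) for 48 hours at 37C. After MPER lysis, β-galactosidase reporter activity was read as FDG fluorescence (ex 480/em 540) after 30 minutes.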
TSHR antag – Antagonists of the Thyroid Stimulating Hormone Receptor: HTS campaign | Thyrotropin receptor (Homo sapiens), P16473 | TSHR-expressing cells, TSH-stimulated cAMP HTRF, 2 h; hits give low values | activity change, negative = inhibition, % at 11.5 µM | 0.2% of 330,000 active;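 active = activity change below a set negative limit, meaning inhibition stronger than a set level, cut at about -70% in these data; inconclusive = activity change between two set negative limits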; note: % is set by controls: 0 for no effect and ±100 for the full control effect
Target sequence (P16473 whole entry, looked up): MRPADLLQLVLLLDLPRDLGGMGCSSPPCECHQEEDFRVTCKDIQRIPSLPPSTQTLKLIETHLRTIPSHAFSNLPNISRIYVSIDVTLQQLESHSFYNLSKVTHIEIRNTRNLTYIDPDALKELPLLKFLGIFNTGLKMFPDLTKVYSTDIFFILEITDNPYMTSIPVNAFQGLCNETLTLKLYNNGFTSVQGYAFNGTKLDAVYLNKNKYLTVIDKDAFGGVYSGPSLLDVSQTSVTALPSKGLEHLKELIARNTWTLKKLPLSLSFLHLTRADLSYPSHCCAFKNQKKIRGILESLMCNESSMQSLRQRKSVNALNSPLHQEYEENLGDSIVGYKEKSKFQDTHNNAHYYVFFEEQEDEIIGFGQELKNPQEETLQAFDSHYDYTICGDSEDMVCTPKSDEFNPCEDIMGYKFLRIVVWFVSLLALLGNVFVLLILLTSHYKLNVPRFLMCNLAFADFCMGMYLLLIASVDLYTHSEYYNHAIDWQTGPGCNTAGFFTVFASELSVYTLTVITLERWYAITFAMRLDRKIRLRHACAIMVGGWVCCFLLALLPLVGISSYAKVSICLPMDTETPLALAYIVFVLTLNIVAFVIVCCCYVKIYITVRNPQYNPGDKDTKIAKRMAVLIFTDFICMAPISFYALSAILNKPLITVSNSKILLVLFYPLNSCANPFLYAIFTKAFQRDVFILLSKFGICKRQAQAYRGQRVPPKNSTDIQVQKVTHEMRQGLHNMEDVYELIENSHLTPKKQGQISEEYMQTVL
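Antagonism was scored as loss of TSH-driven cAMP in TSHR cells, stimulated with 4nM TSH (EC80) for 2 hours at 37 deg C and detected by homogeneous HTRF competition immunoassay.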
TCR activator – Activators of T cell receptors: qHTS campaign; primary human leukocytes, anti-CD3, IL-2 HTRF, 48 h; Potency, µM (top dose mostly 9.22 µM), for inactives: at the highest dose activation of IL-2 secretion, actives largely listed as activators; 330,000 tested, under 10 active; AID 504894, 2011; note: % of control where 0% means no effect
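Using a-CD3 beads without co-stimulation, primary human leukocytes were exposed to compounds for 48 hr. An HTRF IL-2 kit measured the cytokine, with europium-to-d2 energy transfer producing emission at 665nm upon 320nm excitation.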
Tb PFK block – qHTS Assay to Find Inhibitors of T. brucei phosphofructokinase. T. brucei PFK, ADP-Glo luminescence. 0.17% of 330,000 active. Potency, µM (titrated, usually from 57.5 µM), for inactives: at the highest dose activity, negative = inhibition, actives largely listed as inhibitors. AID 485367, 2010;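 note: potency is the fitted concentration of half-maximal effect; 0% = uninhibited 1x PFK enzyme wells and -100% = no-enzyme wells; nearly all actives have a fitted effect of over 60% in size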
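In TEA buffer at pH 8.0 with 5 mM MgCl2, enzyme (1.25 nM) converted F6P (0.5 mM) and ATP (0.1 mM) for 45 min at room temperature. ADP product was read by luciferase luminescence.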
Chronic BCR inh – qHTS Assay to Find Inhibitors of Chronic Active B-Cell Receptor Signaling | Potency, µM (top dose mostly 46.1 µM), for inactives: at the top dose ratio change, negative = lower green/red ratio, usual class: inhibitors | ABC-DLBCL IkBa-CBG/CBR reporter, luminescence ratio, 4 h | 0.05% of 340,000 active; active = well fitted inhibition curve with a large enough effect in the signal ratio, with a control signal flat, not every such curve was filed as active; inconclusive = small, poorly fitted or top-dose-only effect, or effect the other way, or a change in a side signal; the % refers to the signal ratio;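 note: potency is the fitted concentration of half-maximal effect; plate controls were basal doxycycline-induced cells for no effect and cells given 10 µM MG132 for full effect; MG132 reads +100%, hits lower the ratio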
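Concentration-response series (up to 46 uM) were applied to TMD8 dual-reporter cells for 4 h at 37C with doxycycline. Green/red ratio, after filter-overlap correction, defined %Activity; red signal alone was normalised to basal cells and zero luminescence.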
A-T KAP1 phos – qHTS Assay for Identifying a Potential Treatment of Ataxia-Telangiectasia; […] A-T fibroblasts, KAP-1 phosphorylation AlphaLISA; neocarzinostatin DNA damage 30 min before lysis; Potency, µM (top dose mostly 57.5 µM), without a hit: at the top dose activation, usual class: activators; 0.19% of 320,000 active; note: potency is the fitted concentration of half-maximal effect; % of control where 0% means no effect; nearly all actives have a fitted effect of over 45% in size
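hTERT-immortalized A-T patient fibroblasts ([…]), 500 cells/well in OPTI-MEM, 1% FBS, got compounds for 60 min, then NCS for 30 min at 37C. Lysates were then assayed for phospho-KAP-1 by AlphaLISA (anti-pKAP1 donor, anti-KAP1 acceptor beads), 6 hr at 25C.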
PTAP TSG101 blk – qHTS Assay for Iinhibitors of HIV-1 Budding by Blocking the Interaction of PTAP/TSG101. Tumor susceptibility gene 101 protein (Homo sapiens), Q99816. Fluorescence polarization, FITC-PTAP peptide / Tsg101 binding. Potency, µM (highest dose often 115 µM), inactives show top-dose activity change, negative = inhibition, most hits filed as inhibitors. 340,000 tested, under 10 active; active = well fitted inhibition curve with a large enough effect in the main read-out, with a control signal flat, not every such curve was filed as active; inconclusive = small, poorly fitted or top-dose-only effect, or effect the other way, or a change in a side signal; inactive = no such curve, though single readings can be large or run the other way; note: potency is the fitted concentration of half-maximal effect; % of control where 0% means no effect
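Fluorescence polarization binding of Tsg101 binding domain (10 uM final) to FITC-labeled PTAP peptide (50 nM final) in HEPES pH 7.5 buffer with NaCl, Tween 20, EDTA, TCEP. Compounds added before peptide; binding 20 min at RT.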
Eya2 phos inh – qHTS Assay for Inhibitors of the Phosphatase Activity of Eya2; 0.006% of 330,000 active; Potency, µM (series often up to 76.9 µM), for the others: at the highest dose activity, negative = inhibition, usual class: inhibitors; Protein phosphatase EYA2 (Homo sapiens), O00167; AID 488837, 2010; recombinant Eya2, OMFP fluorescence dephosphorylation (OMFP is methylfluorescein phosphate); note: potency is the fitted concentration of half-maximal effect; % is set by controls: 0 for no effect and ±100 for the full control effect
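Eya2 protein (added as 0.2 uM solution) was preincubated with compound for 10 min at ambient temperature in 50 mM HEPES pH 7.5, 50 mM NaCl, 5 uM MgCl2, 0.05% BSA, 1 mM DTT. OMFP (added at 50 uM) then reacted 10 min; fluorescence read at 485/525 nm.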
ASM inhibitor – Inhibitors of Secretory Acid Sphingomyelinase (S-ASM): qHTS; 0.006% of 340,000 active; AID 504937, 2011; placental ASM, HMU-PC fluorogenic substrate, 60 min; Potency, µM (doses to about 57.5 µM), for inactives: top-dose activity change, negative = inhibition, hits mostly inhibitors; note: potency is the fitted concentration of half-maximal effect
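HMU-PC0 cleavage (9 uM final) by human placental ASM, 60 min at 37 °C following 10 min compound exposure at RT; stopped at pH 10, fluorescence Ex 386/Em 447 nm.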
Mito fusion act – qHTS Assay for Small Molecule Inhibitors of Mitochondrial Division or Activators of Mitochondrial Fusion | S. cerevisiae fusion-defective mutant growth rescue, CellTiterGlo 48 h | 0.23% of 320,000 active | Potency, µM (doses to about 46.1 µM), inactives show at the highest dose growth rescue (activation), usual class: activators | AID 485298, 2010;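 note: potency is the fitted concentration of half-maximal effect; % of control where 0% means no effect; nearly all actives have a fitted effect of over 45% in size; temperature-sensitive fusion mutants such as fzo1-1 at 37 °C on non-fermentable ethanol glycerol medium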
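Growth-rescue viability read-out: after 48 h at the non-permissive 37C in glycerol/ethanol YPEG, yeast mitochondrial fusion mutants are measured by CellTiterGlo luminescence; compounds (23 nl pinned per well) restoring growth score as division inhibitors or fusion activators.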
ELG1 DNA repair – qHTS screen for small molecules that inhibit ELG1-dependent DNA repair in human embryonic kidney (HEK293T) cells expressing luciferase-tagged ELG1 | 2.3% of 330,000 active | Potency, µM (series often up to 46.1 µM), inactives show top-dose activity change, negative = inhibition, most hits filed as inhibitors | HEK293T ELG1-luciferase reporter, luminescence, 16 h; DNA damage induced by 5-fluorouridine; note: potency is the fitted concentration of half-maximal effect; % is set by controls: 0 for no effect and ±100 for the full control effect; nearly all actives have a fitted effect of over 55% in size
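Overnight (16 hr) co-exposure of 2,000 cells/well to 5-fluorouridine and compound at 37 °C preceded detection. Luciferase was quantified via ONE-Glo luminescence; loss of signal denotes inhibition.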
Numbers without * were called inactive; i = inactive; ? = inconclusive; / = no result given; & = joins results of further samples; [ ] = remark or other dose. Unless noted, calls come from the whole dose curve; as a rule, active = well fitted curve in the direction sought with a large enough effect; inconclusive = small, poorly fitted or top-dose-only effect, or another doubt; inactive = no such curve, though single readings can be large; an effect the other way counts as inactive or inconclusive. A portion of the library; rates above refer to the full screens.

SMILES	a7 integrin act	TSHR antag	TCR activator	Tb PFK block	Chronic BCR inh	A-T KAP1 phos	PTAP TSG101 blk	Eya2 phos inh	ASM inhibitor	Mito fusion act	ELG1 DNA repair
CC(C(=O)Nc1ccc(Br)cc1C(=O)c1ccccc1)N1CCOCC1 (configuration not stated)	-9%	28	0%	1%	4%	-4%	-5%	2%	-2%	1%	-17%
CSc1nnc([C@@H](N)Cc2c[nH]c3ccccc23)o1	15%	-5	/	-8%	-17%	3%	-3%	-2%	5%	4%	?
CC(C)OP(=O)(Oc1ccc(C(O)C(Cl)(Cl)Cl)cc1)OC(C)C (configuration not stated)	8%	4	-1%	-5%	-9%	3%	1%	-5%	-4%	-5%	18µM*
CCCCNc1ccncc1S(=O)(=O)NC(=O)NC(C)C	-22%	-10	0%[46.1 µM]	0%	-2%	/	-3%	4%	1%	0%	0%
CCCC(c1nnnn1Cc1cccs1)N1CCN(c2nc3ccccc3s2)CC1 (configuration not stated)	-21%	-29	-6%	7%	1%	11%	-2%	9%[15.4 µM]	-13%	22%	23µM*
Cc1ccc(-c2cc(C(F)F)n3ncc(C(=O)N4CCc5ccccc5C4)c3n2)cc1	1%	-17	2%	2%	-17%	1%	-2%	-5%	58%[activator]	4%	-12%
COC(=O)C(O)(c1ccc(NC(=S)NC(=O)c2ccccc2)cc1)C(F)(F)F (configuration not stated)	17%	-21	/	2%	?	2%	-6%	-12%	-15%	-8%	?
COc1ccc(-n2c(/C=C/c3ccc(O)cc3)nc3ccccc3c2=O)cc1	-33%	24	4%	-6%	?	7%	1%	9%	4%	17%	?
CCCCn1c(O)c(/C=N/NC(=O)c2ccncc2)c(=O)[nH]c1=O	-19%	1	5%	0%	?	2%	-2%	3%	65%[activator]	-1%	0%
Cc1cccc(NP(=O)(Oc2ccccc2F)Oc2ccccc2F)c1C	7%	-5	-2%[46.1 µM]	0%	-1%	2%	-6%	-7%	-2%	4%	?
CCCCCCC(=O)N/N=C/c1c(O)n(CCc2ccccc2)c(=O)[nH]c1=O	-11%	-11	-2%	0%	?	-6%	0%	?	-3%	-1%	?
CCC(C)n1c(O)c(C=NCC2CCCO2)c(=O)[nH]c1=S (configuration not stated)	-14%	-12	1%	2%	5%	-3%	-3%	-4%	-1%	-3%	1%
CC1(C)CC(=O)C(C=NCCN2CCN(C(=O)Cc3ccc(Cl)cc3)CC2)=C(O)C1	-2%	-3	-5%	-2%	1%	/	1%	1%	-1%	-5%	7%
O=c1c2ccccc2nc(/C=C/c2ccccn2)n1-c1ccccc1	-28%	26	1%	-2%	-1%	-8%	-3%	8%	75%	0%	-5%
CN[C@@H]1C[C@@H](c2ccc(Cl)c(Cl)c2)c2ccccc21	/	-12&7	/	?	?	/	/	0%&-8%	/	-47%&15%[inhibitor]	/
CC(NCC#Cc1ccccc1)C(O)c1ccccc1 (configuration not stated)	19%	-6	-1%	4%	0%	1%	1%	-5%	0%	-5%	2%
CC1CCSP(=O)(Oc2ccccc2)O1 (configuration not stated)	?	-5	9%	-21%	8%	3%	0%	-1%	3%	-3%	?
COc1ccc(/C=C2/C(=O)NC(=O)N(C3CCCCC3)C2=O)cc1CSc1ccccn1	/	6	/	3%	0%	-1%	/	-10%	/	-5%	12%
CC1(C)C2SCC(=O)N2CCN1CC(=O)NN (configuration not stated)	7%	7	-1%	0%	1%	?	-4%	-8%	3%	-4%	0%
c1ccc2c(CNC3CCCCCC3)c[nH]c2c1	-50%[inhibitor][7.66 µM]	7	/	-2%	?	/	-7%	-12%	2%	-3%	-4%
O=C1C2CCCC1C(N1CCCCC1)CC2 (configuration not stated)	5%	7	/	1%	2%	-1%	-7%	1%	1%	1%	-1%
COc1ccc(-c2c([C@H]3[C@@H]4C=CCC[C@@]4(C)C(=O)N3Cc3ccccc3)ccc3ccccc23)cc1OC	-18%	7	8%	-1%	?	-6%	-1%	-4%	-10%	-60%[inhibitor]	-5%
Cc1ccccc1O	3%	-2	16%	5%	3%	-9%	0%	4%	6%	/	1%
CSC1=NP(=S)(SC)N(C)c2nc3n(c21)CCC3 (configuration not stated)	-20%	-13	4%	2%	8%	-5%	-1%	-9%	7%	1%	10%
CCCCCn1c(=O)c(C(=O)NCc2ccccc2Cl)c(O)c2ccccc21	?	3	-3%	0%	7%	6%	0%	11%	-5%	-1%	-1%
CC(C)CCNC(=O)c1c(N)n(Cc2ccc3c(c2)OCO3)c2nc3ccccc3nc12	-31%	14	3%	-2%	6%	/	-5%	4%	i	-1%	?
COC(=O)C1=C(c2c(C)noc2C)C[C@@H]2CC[C@H]1N2C(=O)NCc1ccc(F)cc1	5%	-9	-9%	0%	?	-6%	/	1%	3%	4%	12%
C/C(=C/C=C/[C@@H](C)C(=O)O)[C@H]1CN[C@H](C(=O)O)[C@H]1CC(=O)O	1%	-1	4%	3%	-4%	-16%	-6%	4%	1%	-3%	?
COc1ccc(C(CNC(=O)CCc2ccsc2)N(C)C)cc1 (configuration not stated)	-14%	-9	-6%	1%	-2%	-2%	-5%	-5%	0%	-4%	3%
COc1cccc(CNCCc2ccccc2)c1OC	0%	-13	5%	-4%	-4%	5%	-1%	1%	3%	?	-19%
CC(=O)N1CN2CN(C1)CN(C(C)=O)C2	5%	-1	4%	0%	4%	-3%	-3%	9%	-2%	4%	12%
CCc1nnc(NC(=O)CSc2ccc(-c3ccco3)nn2)s1	-3%	23	2%	?	-1%	-5%	-3%	6%	0%	-17%	0%
CN1CCN(c2ccc(NC(=O)c3ccc(-c4ccc(Cl)cc4)o3)cc2)CC1	-59%[inhibitor]	-15	-5%	3%	?	9%	-1%	-23%	?	-6%	?
CC(=O)Nc1ccc(C(=O)OCC(=O)Nc2ccc(Cl)cc2C(=O)c2ccccc2)cc1	25%	-12	8%[46.1 µM]	0%	?	-3%	0%	-3%	-22%	16%	?
Cc1ccc(N2CCN(CCc3ccccc3)CC2)cc1	-15%	25	4%	14%	?	-5%	-3%	5%	0%	-3%	8%
FC(F)(F)Oc1ccc(Nc2nc3ccccc3o2)cc1	42%	-19	6%	-4%	?	-2%	-1%	-3%	-2%	-17%	?
O=P(Nc1cccnc1)(Oc1ccccc1)Oc1ccccc1	-5%	16	-5%[46.1 µM]	5%	1%	16%	-1%	-5%	7%	4%	1%
O=C(O)c1nonc1-c1nonc1C(=O)O	-7%	-6	2%	0%	?	-4%	-11%	2%	3%	-11%	18%
CCOC(=O)C1CN(C)CCC1=O (configuration not stated)	-10%	-4	1%	-2%	-2%	-3%	-4%	10%	2%	1%	-16%
CN1CCN(C(=O)COc2ccc3ccccc3c2Br)CC1	4%	-4	-3%	-3%	-1%	8%	-3%	-6%	3%	-7%	18%
NS(=O)(=O)c1ccc(N=Cc2c(O)n(-c3ccccc3)c(=O)[nH]c2=O)cc1	8%	-5	-4%	1%	-2%	-3%	0%	0%	3%	-1%	0%
CC(=O)N1CCN(c2ccc([N+](=O)[O-])cc2C=C2C(=O)NC(=O)NC2=O)CC1	2%	2	-2%[46.1 µM]	0%	-9%	-3%	-3%	-16%	-10%	-1%	?
